S3 lipid droplet: qHTS Assay for Lipid Storage Modulators in Drosophila S3 Cells | AID 2685 | Potency in µM for hits, for the others lipid storage change, negative = inhibition, % at the top dose, mostly 46.1 µM | Drosophila S3 cells, BODIPY lipid droplet fluorescence, 18-24 h; cells fed with added oleic acid | actives 0.64% (n = 320,000); active = well fitted inhibition curve with a large enough effect in the signal ratio, with a control signal flat, not every such curve was filed as active; inconclusive = small, poorly fitted or top-dose-only effect, or effect the other way, or a change in a side signal; the % refers to the signal ratio
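Drosophila S3 cells got compounds at several concentrations plus oleic acid (400 uM solution). Laser-scanning cytometry with 488 nm excitation read lipid droplets at 500-530 nm and cells at 575-640 nm. Percent activity was relative to 20 uM Triacsin C.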
S3 lipid droplet cell count max: recorded beside S3 lipid droplet, whose call it bears; cell number change, %; measured here: cell count max response;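 cells counted by Cell Tracker Red CMTPX staining in the red channel; peak over a dose series mostly up to 46.1 µM; percent activity relative to internal control wells on each plate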
* = called active by the depositor; i = inactive; ? = inconclusive; . = not tested or not shown. % is set by controls: 0 for no effect and ±100 for the full control effect; potency is the fitted concentration of half-maximal effect. Only part of the results is shown; rates above refer to the full screens.

Start of the data: the first three records, ahead of the listing:
molecule	S3 lipid droplet	S3 lipid droplet cell count max
CC(=O)c1ccc(OC(C)C)c(CSc2nc(O)cc(=O)[nH]2)c1	7.1%	0.7
CCC1(c2ccc(F)cc2)NC(=O)N(CC(=O)c2cc(C)n(C3CC3)c2C)C1=O (stereo not drawn)	i	-20.6
O=S(=O)(NCc1cccs1)c1ccc(Cl)s1	?	.

The listing, from the first entry:
molecule	S3 lipid droplet	S3 lipid droplet cell count max
CC(=O)c1ccc(OC(C)C)c(CSc2nc(O)cc(=O)[nH]2)c1	7.1%	0.7
CCC1(c2ccc(F)cc2)NC(=O)N(CC(=O)c2cc(C)n(C3CC3)c2C)C1=O (stereo not drawn)	i	-20.6
O=S(=O)(NCc1cccs1)c1ccc(Cl)s1	?	.
COCc1cc(C)n(CC(=O)OC)c(=O)c1C#N	?	.
CCOCCCNC(=O)C(NC(=O)c1ccc(NC(C)=O)cc1)c1ccc(Cl)cc1 (stereo not drawn)	5.4%	9.8
Cc1cc(C)nc(NS(=O)(=O)c2ccc(NC(=O)C(C)C)cc2)n1	?	.
C=CCOc1ccc(CNn2cn[nH]c2=S)cc1OC	?	.
CCN1CCN(C(=O)CS(=O)Cc2nc(-c3ccc(OC)cc3)oc2C)CC1 (stereo not drawn)	?	.
COc1ccc2c(c1)c(=O)oc1cc(OCC(=O)N3CCc4ccccc4C3)ccc12	i	.
CCOC(=O)c1ccc(N2C(=O)CC(N3CCN(C/C=C/c4ccccc4)CC3)C2=O)cc1 (stereo not drawn)	?	.
O=C(NCCN1CCCCC1)Nc1ccccc1F	i	.
Cc1ccc(S(=O)(=O)N2CCC(C(=O)NCCc3ccc(S(N)(=O)=O)cc3)CC2)cc1	?	.
COc1ccc(CN2C(=NC(=O)C3CCCO3)SC3CS(=O)(=O)CC32)cc1OC (stereo not drawn)	?	.
COc1ccccc1NC(=O)c1ccc(NC(=O)c2ccco2)cc1	i	25.0
COc1ccc(OCCC(=O)OCC(=O)NCCc2ccccc2)cc1	?	.
O=C(COc1ccc2ccccc2c1)N[C@@H](C(=O)O)c1ccc(O)cc1	12.0%	15.2
CC(=O)Nc1ccc(NC(=O)CCc2nc3sc4c(c3c(=O)[nH]2)CCCC4)cc1	9.5%	9.0
Cc1cccc(NC(=O)Nc2ccc(C)c(C)c2)n1	?	.
CN(CCc1ccccn1)C(=O)Nc1ccc(Cl)cc1	?	.
Cc1ccc(-c2csc3nc[nH]c(=O)c23)cc1	?	.
CCN(CC(=O)Nc1c(F)cccc1F)C(=O)c1ccc2c(c1)OCO2	-0.8%	11.4
COc1ccc(Oc2ncnc3c2ncn3Cc2ccccc2)cc1	?	.
CC(=O)c1cccc(NC(=O)C(OC(=O)/C=C/c2ccc3c(c2)OCO3)c2ccccc2)c1 (stereo not drawn)	?	.
COC(c1ccccc1)c1nnc(CCC(=O)NC2CCCCC2)o1 (stereo not drawn)	?	.
COC(=O)c1ccc2c(=O)n(CCN3CCOCC3)c(SCC(=O)NCc3ccccc3)nc2c1	-4.9%	0.1
CCOC(=O)C1(Cc2ccc(Cl)cc2)CCN(C(=O)c2cscn2)CC1	?	.
O=C(Nc1ccccc1)c1ccc(NC2CCCCC2)c(S(=O)(=O)N2CCOCC2)c1	?	.
COc1ccc(/C=N/Nc2nonc2N)cc1OC	-2.6%	-3.8
COc1ccc(CCNC(=O)c2ccc(Cl)c(S(=O)(=O)N3CCCC3)c2)cc1	?	.
COc1ccc(OC)c(CN2CCN(Cc3cc(=O)oc4cc(O)ccc34)CC2)c1	?	.
COc1ccc(Nc2nc(N)c([N+](=O)[O-])c(N3CCOCC3)n2)cc1	8.0%	16.7
Cc1cccc(C)c1NC(=O)C1CCCN1C(=O)OC(C)(C)C (stereo not drawn)	?	.
O=C(Nc1ccncc1)c1ccc2c(c1)S(=O)(=O)c1ccccc1C2=O	24.6%	9.0
Cc1cc(NS(=O)(=O)c2ccc(NC(NC(=O)C(C(F)(F)F)C(F)(F)F)(C(F)(F)F)C(F)(F)F)cc2)no1	-0.2%	10.1
Cc1ccc(Cl)cc1NC(=O)CSc1sc2c(O)cc(=O)[nH]c2c1C#N	?	.
CCN(CC)C(=O)Cn1cc(C(=O)C(=O)NCc2ccccn2)c2ccccc21	7.9%	-8.4
N#CC1=C(N)C(C#N)(C#N)[C@H](c2ccoc2)[C@H]2CN(Cc3ccccc3)CC=C12	i	-12.1
Cc1cc(C)cc(N(CC(=O)Nc2ccccc2C(=O)N2CCOCC2)S(C)(=O)=O)c1	0.5%	1.9
CCCn1c(=O)c2c(c3ccccc31)OC(C)C(=O)N2 (stereo not drawn)	?	.
O=S(=O)(c1ccc(NC(=S)NCc2ccco2)cc1)N1CCCCC1	-4.3%	10.8
CCN(CC(=O)N1CCCCCC1)S(=O)(=O)c1ccc(Cl)cc1	7.5%	-12.8
N#C/C(=C\c1ccc(N2CCCC2)c([N+](=O)[O-])c1)c1nc2ccccc2[nH]1	?	.
CC(NC(=O)COC(=O)CNC(=O)c1ccccc1Cl)C1CC2CCC1C2 (stereo not drawn)	?	.
CCN1CCN(C(=O)C2CCN(c3nnc(C)c4c(C)n(-c5ccc(C)cc5)nc34)CC2)CC1	?	.
O=C(COC(=O)c1nc(Cl)ccc1Cl)Nc1ccc2[nH]c(=O)[nH]c2c1	19.6%	7.4

(continued)
Every second line gives: S3 lipid droplet	S3 lipid droplet cell count max
C=CCOc1ccc(/C(O)=C2\C(=O)C(=O)N(CCN(C)C)C2c2cccs2)cc1 (stereo not drawn)
→ -2.5%	-0.9
N#CC1=C2SCN(Cc3ccccc3)CN2C(=O)CC1c1ccccc1F (stereo not drawn)
→ ?	.
Cc1ccccc1NC(=S)NC12CN3CN(CN(C3)C1)C2
→ 1.7%	-2.8
Cc1cc(-c2nc3ccccc3c(=O)o2)ccc1[N+](=O)[O-]
→ ?	.
COc1ccc(C(CNC(=O)CNS(=O)(=O)c2ccc(NC(C)=O)cc2)N2CCOCC2)cc1 (stereo not drawn)
→ ?	.
COc1ccc(Cc2nnc(NC(=O)CS(=O)(=O)c3ccc(C)cc3)s2)cc1OC
→ ?	.
COCCN(C(=O)CSc1nc(-c2ccccc2)cn1N)c1c(N)n(Cc2ccccc2)c(=O)[nH]c1=O
→ ?	.
COc1cc(C2C(C#N)=C(N)N(Nc3ccccc3)C3=C2C(=O)CC(C)(C)C3)ccc1OCc1ccccc1 (stereo not drawn)
→ ?	.
CS(=O)(=O)N(CC(=O)NCc1ccncc1)c1ccc(F)c(Cl)c1
→ 20.2%	9.6
Cc1ccc2ccc3cccc4ccc1c2c34
→ ?	.
COc1cccc(C(=O)NC(C)c2ccc(Br)cc2)c1 (stereo not drawn)
→ ?	.
COc1ccc(C2(CNC(=O)c3ccc(N)cc3)CCCC2)cc1
→ ?	.
NC(=O)Nc1ccc(C(=O)OCC(=O)N2CCCC2=O)cc1
→ 17.3%	-27.9
COc1cccc(/C=N/NC(=O)Cn2cnc3c2c(=O)n(C)c(=O)n3C)c1
→ ?	.
CCCn1nc(NS(=O)(=O)c2cccc3nonc23)c2cc3cccc(C)c3nc21
→ ?	.
CN(c1cccc(Cl)c1)S(=O)(=O)c1cccc(C(=O)NCc2ccncc2)c1
→ ?	.
Cc1ccc2c(c1)c1c(n2CC2COC(C)(C)O2)C(=O)CCC1 (stereo not drawn)
→ 8.9%	-27.4
COc1ccccc1NC(=O)CCNS(=O)(=O)c1ccc2[nH]c(=O)oc2c1
→ i	-22.4
COc1cc(C(=O)NCC(c2ccco2)N(C)C)cc(OC)c1OC (stereo not drawn)
→ ?	.
Cc1cc(C)cc(NC(=O)Nc2cc(-c3ccccc3)nn2C)c1
→ ?	.
Cc1ccccc1OCCC(=O)OCC(=O)Nc1c(C)nn(-c2ccccc2)c1C
→ ?	.
CCCC1CC(CSC(=N)N)OC1=O (stereo not drawn)
→ ?	.
O=C(/C=C\c1ccco1)NC(=S)Nc1ccccc1O
→ -6.4%	-12.0
CCOC(=O)C1CCCN(C(=O)c2cc(-c3ccccc3)nc3ccccc23)C1 (stereo not drawn)
→ 3.0%	2.1
O=C(NC1CC2CCCC(C1)N2Cc1ccccc1)c1ccc([N+](=O)[O-])cc1 (stereo not drawn)
→ ?	.
CCOC(=O)COc1nc(-c2ccccc2)cc(-c2ccco2)c1C#N
→ -1.0%	-9.8
O=S(=O)(c1ccc(NC(=S)N2CCN(c3ccccc3F)CC2)cc1)N1CCOCC1
→ ?	.
CCCCOc1ccc(C(=O)Oc2cccnc2)cc1
→ ?	.
O=C(C1CC1)N1CCc2cc(Br)cc(S(=O)(=O)NCCCN3CCCCC3)c21
→ ?	.
CCC(=O)NCCc1nc2ccccc2n1Cc1ccc(C)cc1
→ ?	.
Cc1nnc(SCC(=O)NC2CCCCCC2)n1N
→ ?	.
O=C(O)c1cc(-c2cc(C(=O)O)c3ccccc3n2)nc2ccccc12
→ ?	.
Cc1csc2nc(O)c(C(=O)NCCN3CCOCC3)c(=O)n12
→ ?	.
C=C(C)CSc1nnc([C@@H]2CCCN2C(=O)OC(C)(C)C)o1
→ 3.4%	9.3
O=C1/C(=C/c2ccncc2)SC(=S)N1N1CCOCC1
→ i	-3.3
O=Cc1cnc(N2CCCCC2)s1
→ -25.1%	-15.8
CCOc1nc(NCCO)nc(Nc2cc(Cl)ccc2OC)n1
→ -8.9%	-6.6
COc1ccc(NC(=O)CCNS(=O)(=O)c2cc(Br)cnc2N)cc1OC
→ ?	.
O=C(NCC(=O)N(c1cccnc1)C(C(=O)NC1CCCC1)c1cccs1)c1ccco1 (stereo not drawn)
→ -5.1%	-6.7
Cc1cc(C)c(C)c(S(=O)(=O)N(C)C2CCN(C)CC2)c1C
→ ?	.
Nc1c(C(=O)c2cccs2)oc2ccccc12
→ ?	.
CC1CN(C(=O)c2ccc(S(=O)(=O)Nc3ccccc3Cl)cc2)CC(C)O1 (stereo not drawn)
→ ?	.
N#Cc1c(Nc2ccccc2)s[nH]c1=O
→ -21.4%	-17.4
Fc1ccc(Oc2cnc3ccccc3n2)cc1
→ i	.
COc1cc(C2NC(=S)NC3=C2CCc2ccccc23)cc(OC)c1OC (stereo not drawn)
→ ?	.
COc1cc(C(=O)N2CCN(C(=O)C3COc4ccccc4O3)CC2)cc(OC)c1OC (stereo not drawn)
→ i	.
CC(C)(C)c1csc(NC(=O)c2ccc(Cl)s2)n1
→ ?	.
Cc1ccccc1C1CC(c2cccs2)Nc2nnnn21 (stereo not drawn)
→ ?	.
CC(=O)Nc1ccc(NS(=O)(=O)c2ccc(-c3cnc(C4CC4)o3)cc2)cc1
→ i	.
Cc1ccc(Nc2cnn(C34CC5CC(CC(CC(=O)O)(C5)C3)C4)c(=O)c2Cl)c(Cl)c1
→ 2.4%	5.4
O=C(O)c1ccccc1-c1ccccc1C(=O)Nc1nccs1
→ ?	.
O=C(COc1cccnc1[N+](=O)[O-])Nc1cc(S(=O)(=O)N2CCCCC2)ccc1Cl
→ 6.2%	5.5
O=C(Nc1cccc(NC(=O)c2cccc(Cl)c2)c1)c1cccnc1
→ ?	.
CCOc1ccc(-n2cnnn2)cc1S(=O)(=O)N1CCC(C)CC1C (stereo not drawn)
→ i	.
COc1ccc(S(=O)(=O)N(C)C)cc1NCC(=O)Nc1ccc(Br)c(C)c1
→ ?	.
Cc1cccc(N=C2NC(=O)/C(=C/c3cccs3)S2)c1
→ ?	.
Cc1ccc(OCCCN(C)C)c(Br)c1
→ ?	.
COc1ccc(F)cc1S(=O)(=O)n1cc(C)nc1-c1ccccc1
→ ?	.
Cc1cc(C)c(C(N)=O)c(NC(=O)Nc2ccccc2)n1
→ i	.
CCN(C(=O)CSc1nc(N)cc(=O)[nH]1)C1CCS(=O)(=O)C1 (stereo not drawn)
→ -6.8%	2.2

Next section:
Every second line gives: S3 lipid droplet	S3 lipid droplet cell count max
NC(=O)CSc1nnc(-c2ccoc2)o1
→ ?	.
O=C1NCCn2ccc(=O)cc21
→ 4.0%	4.2
CC(=O)Nc1ccc2c(c1)nc(CCNC(=O)c1ccco1)n2C
→ ?	.
O=C1NN(c2ccccc2)C(=O)/C1=C/c1ccc(Sc2cccc3ccccc23)o1
→ ?	.
Cc1ccc(/C=N/NC(=O)c2cc(C)oc2C)cc1
→ ?	.
Cc1ccc(Cn2c3ccccc3c3cn[nH]c(=O)c32)cc1
→ ?	.
Cc1ccc(OCC(=O)Nc2c(C)ccc3nsnc23)cc1
→ ?	.
N#Cc1ccc(-c2cccnc2)nc1SCc1ccc(Cl)c(Cl)c1
→ 8.0%	-14.1
COCc1nnc(NS(=O)(=O)c2ccc([N+](=O)[O-])cc2)s1
→ 25.9µM*	7.3*
COc1ccc(C(=O)Nc2ccccc2C(=O)Nc2cccc(C)n2)cc1
→ ?	.
CCOc1ccc2[nH]c3c(c2c1)CNCC3
→ i	-5.7
NC(=O)/C(N=Nc1ccccc1)=N/Nc1ccccc1
→ 16.9%	8.8

Rewritten with the structure last: part of the list above
S3 lipid droplet,S3 lipid droplet cell count max,Structure
8.0%,-14.1,N#Cc1ccc(-c2cccnc2)nc1SCc1ccc(Cl)c(Cl)c1
25.9µM*,7.3*,COCc1nnc(NS(=O)(=O)c2ccc([N+](=O)[O-])cc2)s1

Assay outcomes as filed in PubChem BioAssay.
